Source: PubChem BioAssay (The Scripps Research Institute Molecular Screening Center)
TEAD-YAP inh: TEAD-YAP interaction inhibition, primary screen, TEAD-YAP interaction inhibitor project, luminescence, HEK-TIYL cells. TEAD-Gal4/YAP UAS-luciferase luminescence. inhibition, % at 9.12 µM. 1.4% of 640,000 active. AID 1259422, 2018; in the data active = inhibition above about 32%;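 note: 0% = median of test compound wells and 100% = reference inhibitor wells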
GPR151 ag: activators of human GPR151, primary screen, cell-based, PathHunter beta-arrestin, luminescence | G-protein coupled receptor 151 (Homo sapiens), Q8TDV0 | PathHunter beta-arrestin GPR151 cells | activation, % at 11.2 µM | 1% of 650,000 active; in the data active = activation above about 4.9%;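 note: 0% = median of compound wells and 100% = cells with positive control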
Target sequence (Q8TDV0 whole entry, looked up): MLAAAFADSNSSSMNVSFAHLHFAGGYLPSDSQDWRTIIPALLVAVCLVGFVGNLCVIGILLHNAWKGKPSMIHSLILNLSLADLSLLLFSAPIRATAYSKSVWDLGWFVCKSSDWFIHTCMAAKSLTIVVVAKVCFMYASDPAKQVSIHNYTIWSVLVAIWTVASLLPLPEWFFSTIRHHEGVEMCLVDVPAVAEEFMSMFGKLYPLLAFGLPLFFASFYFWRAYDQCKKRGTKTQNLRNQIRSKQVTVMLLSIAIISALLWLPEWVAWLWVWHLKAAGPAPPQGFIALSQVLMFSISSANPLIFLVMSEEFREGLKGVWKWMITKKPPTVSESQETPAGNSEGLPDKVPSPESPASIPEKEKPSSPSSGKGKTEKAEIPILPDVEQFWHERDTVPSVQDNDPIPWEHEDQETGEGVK
MITF inh: MITF inhibitors, primary screen, biochemical, AlphaScreen, human. AlphaScreen MITF homodimerization, bead proximity signal. inhibition, % at 2.6 µM. 0.91% of 650,000 active; in the data active = inhibition above about 50%;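 note: 0% = vehicle wells with protein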
Target sequence (O75030 whole entry, looked up): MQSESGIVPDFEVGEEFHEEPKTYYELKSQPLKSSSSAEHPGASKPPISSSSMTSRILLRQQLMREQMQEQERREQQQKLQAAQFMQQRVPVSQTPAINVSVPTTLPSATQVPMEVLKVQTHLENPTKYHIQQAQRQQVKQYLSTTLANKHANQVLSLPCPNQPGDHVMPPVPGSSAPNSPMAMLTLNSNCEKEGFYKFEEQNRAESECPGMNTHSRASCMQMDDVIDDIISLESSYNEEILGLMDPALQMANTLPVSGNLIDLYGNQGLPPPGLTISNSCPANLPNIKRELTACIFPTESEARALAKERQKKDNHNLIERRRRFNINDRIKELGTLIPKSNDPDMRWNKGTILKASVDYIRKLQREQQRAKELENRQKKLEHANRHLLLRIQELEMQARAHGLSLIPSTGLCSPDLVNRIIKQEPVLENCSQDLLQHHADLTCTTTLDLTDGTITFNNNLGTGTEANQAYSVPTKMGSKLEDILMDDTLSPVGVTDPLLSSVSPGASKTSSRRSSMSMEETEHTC
FBW7 act: FBW7 E3 ligase activators, primary screen, biochemical, AlphaScreen, human. 0.13% of 650,000 active. AlphaScreen FBW7–phospho-cyclin E peptide binding, activator screen. F-box/WD repeat-containing protein 7 (Homo sapiens), Q969H0. normalized activity (activation), % at 26.1 µM. AID 1259310, 2017; in the data active = normalized activity above about 1.9%;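 note: purified mutant Fbw7 with reduced substrate affinity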
* = called active by the depositor.

Structure	TEAD-YAP inh	GPR151 ag	MITF inh	FBW7 act
COc1ccc(NC2CCN(c3ccccc3)N2C(C)=O)cc1 (stereo unspecified)	-1	2.2	12	0.3
CCN(CC)S(=O)(=O)c1ccc(S(=O)(=O)N2CCN(C(C)=O)CC2)cc1	-5	0.1	1	-0.1
C/C(=N/NC(=O)c1ccccc1[N+](=O)[O-])c1ccc(N2C(=O)C3CCCCC3C2=O)cc1 (stereo unspecified)	-15	-1.3	8	0.1
CCc1ccc(NC(=O)C(CC)Sc2nc3ccsc3c(=O)n2CCCC(=O)NCCc2ccc(S(N)(=O)=O)cc2)cc1 (stereo unspecified)	5	-1.5	-14	0.0
CC(=O)Oc1ccc(/C=C2\N=C(c3cccc(Br)c3)OC2=O)cc1	3	-2.8	0	0.1
O=C(N/C(=C\c1ccc(-c2ccc([N+](=O)[O-])cc2)o1)C(=O)N1CCOCC1)c1ccccc1	7	1.8	8	0.1
O=C(Cn1cnc2c(sc3ccccc32)c1=O)NCc1ccc(Cl)cc1	-5	2.9	9	-0.1
Cc1ccc(C)c(-c2csc(=Nc3ccc(F)cc3)n2Cc2ccco2)c1	-15	-1.7	-7	0.1
O=[N+]([O-])c1ccc2c(c1)ncn2S(=O)(=O)c1ccc(Cl)cc1	-25	0.3	-10	0.1
Cc1c(Cl)cccc1NC(=O)Cn1cc2c(n1)CCCC2	-1	0.7	2	-0.1
COc1ccc(C(=O)Nc2ccc(-n3nncc3-c3ccccc3)cc2)c(OC)c1	5	0.3	-13	-0.1
NC(=O)c1cc2ccc(O)cc2oc1=Nc1ccccc1	13	-10	-7	0.2
Cc1c(Cl)cccc1NC(=O)[C@@H](NS(=O)(=O)c1ccc2c(c1)OCCO2)C(C)C	5	-0.8	3	0.0
O=C(NCCc1nnc2n1CCN(CCCc1ccccc1)CC2)c1ccc(F)cc1	3	0.4	1	-0.1
Cc1ccccc1C(=O)Nc1cc2c3c(c1)C1CCCC1CN3CC1CCCC21 (stereo unspecified)	0	1.0	8	-0.2
CC12CC(c3cc(Cl)ccc3O1)C(C(=O)c1ccccc1)C(=O)N2 (stereo unspecified)	-5	-2.1	-13	-0.1
Cc1ccc(S(=O)(=O)N2CCCC2C(=O)NC(C)(C)C)cc1 (stereo unspecified)	9	-2.3	16	0.0
CCCCCOc1ccc(C(=O)N2CCNC(=O)C2C)cc1 (stereo unspecified)	1	-0.2	14	0.6
O=C(O)CCC(=O)Nc1nnc(-c2ccco2)s1	-7	0.7	10	0.0
CC(Sc1nnc(-c2cccnc2)o1)C(=O)c1ccccc1 (stereo unspecified)	-5	-0.2	-1	-0.1
CNC(=S)NNc1nc(N2CCOCC2)nc(N2CCOCC2)n1	-5	-0.2	17	1.7
COC(c1ccccc1)c1nnc(CCC(=O)N(C)Cc2cccs2)o1 (stereo unspecified)	-17	0.8	4	0.0
Cc1ccccc1-c1cscc1Nc1cnn(-c2cccc(C(=O)Nc3ccc(N4CCOCC4)cc3)c2)c1	8	1.7	23	0.0
Cc1ccc(NC(=O)COC(=O)c2[nH]c(=O)[nH]c(=O)c2N)c([N+](=O)[O-])c1	5	1.2	11	0.1
Oc1ccc(-c2ncccn2)cc1CN1CCN(c2ccccc2F)CC1	1	0.6	7	0.1

Some of these compounds in order of SMILES length, falling:
Structure	TEAD-YAP inh	GPR151 ag	MITF inh	FBW7 act
O=C(N/C(=C\c1ccc(-c2ccc([N+](=O)[O-])cc2)o1)C(=O)N1CCOCC1)c1ccccc1	7	1.8	8	0.1
CC12CC(c3cc(Cl)ccc3O1)C(C(=O)c1ccccc1)C(=O)N2 (stereo unspecified)	-5	-2.1	-13	-0.1
CNC(=S)NNc1nc(N2CCOCC2)nc(N2CCOCC2)n1	-5	-0.2	17	1.7

(further entries)
Structure	TEAD-YAP inh	GPR151 ag	MITF inh	FBW7 act
O=C(NC(=O)c1ccc(Cl)cc1)Nc1ccccn1	-7	-0.9	7	0.1
Cc1ccsc1CN1CCN(Cc2ccccc2)CC1	9	-0.5	43	-0.1
Nc1ccc(S(=O)(=O)Nc2ncc(C(F)(F)F)cn2)cc1	7	-1.8	26	0.0
CNc1oc(-c2ccccc2C)nc1S(=O)(=O)c1ccc(F)cc1	-11	-0.2	-10	0.1
O=C(CN1/C(=C(\O)c2ccccc2)C(=O)c2ccccc2S1(=O)=O)c1ccc([N+](=O)[O-])cc1	-4	-0.7	-16	-0.3
CN(C)CCCNc1ncnc2c1cnn2-c1ccccc1	-29	1.3	14	0.0
Cc1ccc(CCNC(=O)c2cccc3c2SCCC3=O)cc1	-5	-2.4	-11	0.0
CCCCCCNC(=O)Nc1ccccc1	-42	-0.7	6	-0.1
COC(=O)C1=CN(C(C)C)C=C(C(=O)OC)C1c1ccc(F)c(Br)c1	3	-0.9	-3	0.5
NC(=O)c1ccc(-c2nc3ccc(C(=O)NC4CC4)cc3s2)cc1	-31	-0.6	0	0.0
CC(C)c1ccc(NC(=O)CSc2nnns2)cc1	-50	1.2	8	0.5
COc1ccc(/C=C(\C#N)C(=O)NCc2cccnc2)cc1OC	-9	6.0*	-2	-0.2
O=[N+]([O-])c1ccc(-c2cn3c4ccccc4n(Cc4ccc(Cl)cc4)c3n2)cc1	-3	-0.1	5	0.1
O=C(COc1ccc(Br)cc1)NNC(=O)C1CCC1	0	-0.3	17	0.5
COc1ccc(OC)c(-c2noc(NCc3ccc4c(c3)OCO4)n2)c1	7	0.4	2	0.0
Cc1nc(NC(=O)/C=C/c2ccc3c(c2)OCO3)sc1C(=O)N(C)C	-18	-1.5	7	0.8
O=S(=O)(Nc1ccc(F)cc1)c1cccc(C(F)(F)F)c1	0	0.8	-8	-0.2
CCc1nc2sccn2c(=O)c1C(=O)NC(CC)CO (stereo unspecified)	3	3.3	6	-0.4
O=C(CCc1nnc(C2(c3ccc(Cl)cc3)CCC2)o1)NCCN1CCOC1=O	8	-0.3	6	0.0
COc1cc(C2NC(=S)NC(C)=C2C(=O)Nc2ccc(F)c(F)c2)ccc1O (stereo unspecified)	-3	-1.0	-6	0.1
O=C(N/N=C/c1c(O)ccc2ccccc12)c1ccc[n+](CCO)c1	-5	0.6	90*	-0.9
COc1cc([N+](=O)[O-])cc(/C=N/NC(=O)c2ccccc2O)c1O	-13	-0.1	79*	-0.2
CC1CCCC(C)N1S(=O)(=O)c1ccc([N+](=O)[O-])cc1 (stereo unspecified)	-3	0.1	2	-0.3
COC(=O)C1=C(C)N=c2s/c(=C\c3ccc(Cl)cc3Cl)c(=O)n2C1c1ccc(OC(C)=O)cc1 (stereo unspecified)	-8	-0.2	0	-0.2
CC(=O)c1ccc(OCc2cc(C(=O)NCCN3CCCC(O)C3)no2)cc1 (stereo unspecified)	-1	-1.6	-3	-0.2

Gathered by group, those above with bromine
Structure	TEAD-YAP inh	GPR151 ag	MITF inh	FBW7 act
CC(=O)Oc1ccc(/C=C2\N=C(c3cccc(Br)c3)OC2=O)cc1	3	-2.8	0	0.1
COC(=O)C1=CN(C(C)C)C=C(C(=O)OC)C1c1ccc(F)c(Br)c1	3	-0.9	-3	0.5
O=C(COc1ccc(Br)cc1)NNC(=O)C1CCC1	0	-0.3	17	0.5

The results go on.
Structure	TEAD-YAP inh	GPR151 ag	MITF inh	FBW7 act
O=C1CC(c2ccccc2)CC(O)=C1C=NCc1ccc(Cl)cc1 (stereo unspecified)	3	0.4	9	0.0
CC(C)N(CC(N)=O)C(=O)Cc1c(F)cccc1Cl	-7	-0.5	23	0.0
Cn1ccc(C(=O)NCC2CCC3(CCN(Cc4ccc5c(c4)OCO5)CC3)O2)n1 (stereo unspecified)	-1	-2.1	3	0.0
COc1ccc(N2CCN(C(=O)c3ccc(SCc4ccc(C)cc4)c([N+](=O)[O-])c3)CC2)cc1	-8	-0.6	14	0.3
CCc1cc2c(=O)c(Oc3ccc(F)cc3)coc2c(CN(C)C)c1O	-1	0.9	8	0.1
Cc1cccc(NC(=O)CSc2nnc(CNC(=O)c3ccc(S(=O)(=O)N4CCOCC4)cc3)n2-c2cccc(C)c2)c1	7	1.1	3	0.1
Cc1ccc2nsnc2c1S(=O)(=O)Nc1cccc2nsnc12	-1	0.4	2	0.2
CC(=O)Nc1ccc(C(=O)N2CCC(Oc3cccc(-c4cccs4)c3)CC2)cc1	0	-0.3	8	-0.1
O=[N+]([O-])c1ccc(N=Cc2ccc(Br)c([N+](=O)[O-])c2)c(O)c1	-6	0.0	-6	-0.1
O=C(NCCc1c[nH]c2ccccc12)c1ccc(Cl)cc1	-50	0.3	4	-0.1
O=C(Cn1cc(-c2nnc(-c3ccco3)o2)c2ccccc21)NCCc1ccccc1	-8	0.5	-25	0.0
CC1C(c2ccc(Cl)cc2)NC(c2ccc(Cl)cc2)C(C)C1(C)O (stereo unspecified)	5	0.9	2	0.0
CCCS(=O)(=O)N1CCC(C(=O)NC(C)c2ccccc2)CC1 (stereo unspecified)	-2	-0.4	2	-0.2
Cc1ccc(-c2cc(C(=O)Nc3nnc(C)s3)c3ccccc3n2)cc1	1	0.7	2	0.0
O=C(CN1CCC(c2nnc(-c3ccc(F)cc3)o2)CC1)Nc1cccc(Cl)c1Cl	10	-0.8	6	0.2
CCN(Cc1ccncc1)C1CCCN(C(=O)Nc2ccc(OC)cc2)C1 (stereo unspecified)	-11	-2.1	5	-0.1
CSCCC(NC(=O)c1ccccc1Br)C(=O)O (stereo unspecified)	1	1.4	5	-0.2
O=S(=O)(NCC(c1ccco1)S(=O)(=O)c1ccc(F)cc1)c1ccccc1 (stereo unspecified)	3	0.6	-10	-0.1
C=CCN1CCN(C(CC(C)C)c2nnnn2CS(=O)(=O)c2ccc(C)cc2)CC1 (stereo unspecified)	0	3.6	0	0.0
COc1ccc2c(c1)sc(=NC(=O)CSCC(=O)NC1CCCCC1)n2C	4	-0.4	0	-0.1
CC(C)(C)C(=O)Nc1ccnn1C1CCN(Cc2ccc3nonc3c2)CC1	-7	0.3	3	0.1
CCn1cc(Br)c(C(=O)N2CCN(c3ccccc3)CC2)n1	6	-1.5	-6	0.0
Cc1ccc(C)c(NC(=O)Nc2nnc(N(C)Cc3ccccc3)s2)c1	-10	-2.0	1	-0.2
COc1ccc([N+](=O)[O-])cc1NC(=O)c1cccc([N+](=O)[O-])c1C	-9	0.8	-2	0.1
O=C(CSc1nc2ccsc2c(=O)n1NC(=O)COc1ccccc1Br)Nc1nccs1	4	0.5	7	-0.1
Cc1ccnc(NS(=O)(=O)c2ccccc2)n1	7	0.2	4	-0.1
O=C(Nc1nc(-c2ccccc2)cs1)C1CCCCN1S(=O)(=O)c1cccs1 (stereo unspecified)	7	-0.5	-10	-0.1
Cc1ccc(CS(=O)Cc2ccc(C(=O)N3CCC(C(N)=O)CC3)o2)cc1 (stereo unspecified)	-14	0.5	-4	0.0
CC(=O)c1c(C)[nH]c(C(=O)CN2C(=O)c3ccccc3S2(=O)=O)c1C	41*	-1.0	16	0.0
CC1CCN(C(=O)Cn2c(=O)c3cccn3c3ccccc32)CC1	-1	-0.7	10	0.6
CC(C)(C)c1ccc2c(c1)OCCOCCOCCOc1cc(C(C)(C)C)ccc1OCCOCCOCCO2	10	-0.1	-5	0.1
O=C(NC1CCCCC1)c1ccc2c(=O)n(CCc3ccccc3)c(=S)[nH]c2c1	-1	0.8	6	0.1
Cn1c(SCc2ccccc2C#N)nnc1-c1ccccc1O	-16	-0.1	-1	0.0
CCCCS(=O)(=O)N1CCN(c2cc(-n3ccnc3C)ncn2)CC1	-3	1.2	0	-0.1
Cc1nc2c(C(=O)NC3CC3)cnn2c(C)c1Cc1ccccc1	-4	-0.2	-7	-0.3
CCCOC(=O)C1=C(C)NC2=C(C(=O)CC(C)(C)C2)C1c1ccc(I)cc1 (stereo unspecified)	8	0.1	2	0.3
CCOc1cc(/C=C2/C(=O)N(C)C(=S)N2C)ccc1OCC(=O)O	6	2.3	14	-0.1
CC(C)(C)c1ccc(OCC(=O)NNC(=O)C(=O)N2CCCC2)cc1	3	-0.6	-13	-0.1
CC(C)(C)C1CCC(=NNC(=O)C(=O)NC2CCCCC2)CC1 (stereo unspecified)	6	1.0	2	0.0
O=C(Nc1ccccc1)c1ccccc1NCC(=O)N1CCc2ccccc21	-10	-1.8	-5	0.0
COc1cccc(-c2nc(C=Nc3ccc(Br)cc3Br)c(O)o2)c1	6	-0.3	11	0.2
COc1ccc(CCNc2ncnc3nc(-c4cccc(N)c4)[nH]c23)cc1	6	5.2*	7	-0.1
COc1ccc(Cl)cc1S(=O)(=O)N1CCCC(c2[nH]ncc2C)C1 (stereo unspecified)	6	-1.2	22	0.8
O=C1CC(=O)NC(SCc2c(Cl)cccc2[N+](=O)[O-])=N1	7	-0.1	7	0.0
CCCCCCCC(=O)N/N=C/c1ccc(O)cc1	3	-0.8	3	0.9

Single records, as listed above.
`Cc1ccnc(NS(=O)(=O)c2ccccc2)n1` is listed with TEAD-YAP inh = 7; GPR151 ag = 0.2; MITF inh = 4; FBW7 act = -0.1
`Cc1nc2c(C(=O)NC3CC3)cnn2c(C)c1Cc1ccccc1` is listed with TEAD-YAP inh = -4; GPR151 ag = -0.2; MITF inh = -7; FBW7 act = -0.3
